Assay outcomes from PubChem.
dFosB activator – enhances mouse delta FosB homodimer DNA binding; actives 0.99% (n = 340,000); activation, % at 25 µM; purified delta FosB, TAMRA-CDK5 oligo fluorescence polarization; percent of positive-control signal above neutral wells;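 active = mean activation above about 17%, with every replicate also reaching it, limit read from the data, passing the limit was not always enough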;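 note: fluorescence polarization rise as delta FosB binds a TAMRA Cdk5 AP-1 oligo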
Arr AP2 block – human beta-arrestin and AP2 interaction inhibition. FITC-arrestin peptide / GST-AP2 beads, flow cytometry; AP2 beta2 appendage carries R879A mutation. inhibition, % at 10 µM. actives 0.31% (n = 340,000). AID 504490;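 active = inhibition above a set limit, near 3 SD of compounds lacking own fluorescence, cut at about 54% in these data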;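 note: plate controls were DMSO wells for no effect and 5 µM unlabelled arrestin peptide for full effect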
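System: GST-AP2 R879A glutathione beads. Medium: PBS with 0.05% Tween 20 and 0.1% BSA. Also added: FITC-arrestin peptide, 50 nM. Incubation: 12 min plus 1 h, RT. Measured by: high-throughput flow cytometry of beads, ex 488, em 535 nm. Evaluation: percent drop in bead-associated FITC signal.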
Mot1-301 SUMO – SUMOylation pathway inhibition by Mot1-301 growth rescue; AID 2716; S. cerevisiae Mot1-301 growth rescue, ATP luminescence, 38.5C; percent above DMSO median, 100 means doubled; growth rescue, % at 18.8 µM; actives 1% (n = 320,000);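 active = every valid replicate shows activation above 250% relative to neutral control wells; inactive = the rest, any valid replicate at or below 250%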;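 note: OY570 slx delta 5 strain wells were the positive control but not used for scaling; some compounds called inactive have numbers as strong as hits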
PKA-R1A act – activators of PKA-R1A complex | P00514+P68181 | PKA-R1A dissociation, Cy5-IP20 fluorescence polarization; scaled: DMSO 0%, 113 µM cGMP 100% | activation, % at 11.4 µM | actives 0.083% (n = 340,000) | AID 504707;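 active = percent activation above the mean of all tested compounds plus 3 SD, cut at about 19% in these data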;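 note: higher means more PKAc released from R1A so a rise in polarization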
NSD2 HMT inh – NSD2 (human) methyltransferase inhibition; O96028; NSD2 peptide methylation, AlphaScreen, 120 min; inhibition, % at 12.5 µM; actives 0.54% (n = 310,000); in the data active = inhibition above about 50%
Target sequence (O96028 whole entry, looked up): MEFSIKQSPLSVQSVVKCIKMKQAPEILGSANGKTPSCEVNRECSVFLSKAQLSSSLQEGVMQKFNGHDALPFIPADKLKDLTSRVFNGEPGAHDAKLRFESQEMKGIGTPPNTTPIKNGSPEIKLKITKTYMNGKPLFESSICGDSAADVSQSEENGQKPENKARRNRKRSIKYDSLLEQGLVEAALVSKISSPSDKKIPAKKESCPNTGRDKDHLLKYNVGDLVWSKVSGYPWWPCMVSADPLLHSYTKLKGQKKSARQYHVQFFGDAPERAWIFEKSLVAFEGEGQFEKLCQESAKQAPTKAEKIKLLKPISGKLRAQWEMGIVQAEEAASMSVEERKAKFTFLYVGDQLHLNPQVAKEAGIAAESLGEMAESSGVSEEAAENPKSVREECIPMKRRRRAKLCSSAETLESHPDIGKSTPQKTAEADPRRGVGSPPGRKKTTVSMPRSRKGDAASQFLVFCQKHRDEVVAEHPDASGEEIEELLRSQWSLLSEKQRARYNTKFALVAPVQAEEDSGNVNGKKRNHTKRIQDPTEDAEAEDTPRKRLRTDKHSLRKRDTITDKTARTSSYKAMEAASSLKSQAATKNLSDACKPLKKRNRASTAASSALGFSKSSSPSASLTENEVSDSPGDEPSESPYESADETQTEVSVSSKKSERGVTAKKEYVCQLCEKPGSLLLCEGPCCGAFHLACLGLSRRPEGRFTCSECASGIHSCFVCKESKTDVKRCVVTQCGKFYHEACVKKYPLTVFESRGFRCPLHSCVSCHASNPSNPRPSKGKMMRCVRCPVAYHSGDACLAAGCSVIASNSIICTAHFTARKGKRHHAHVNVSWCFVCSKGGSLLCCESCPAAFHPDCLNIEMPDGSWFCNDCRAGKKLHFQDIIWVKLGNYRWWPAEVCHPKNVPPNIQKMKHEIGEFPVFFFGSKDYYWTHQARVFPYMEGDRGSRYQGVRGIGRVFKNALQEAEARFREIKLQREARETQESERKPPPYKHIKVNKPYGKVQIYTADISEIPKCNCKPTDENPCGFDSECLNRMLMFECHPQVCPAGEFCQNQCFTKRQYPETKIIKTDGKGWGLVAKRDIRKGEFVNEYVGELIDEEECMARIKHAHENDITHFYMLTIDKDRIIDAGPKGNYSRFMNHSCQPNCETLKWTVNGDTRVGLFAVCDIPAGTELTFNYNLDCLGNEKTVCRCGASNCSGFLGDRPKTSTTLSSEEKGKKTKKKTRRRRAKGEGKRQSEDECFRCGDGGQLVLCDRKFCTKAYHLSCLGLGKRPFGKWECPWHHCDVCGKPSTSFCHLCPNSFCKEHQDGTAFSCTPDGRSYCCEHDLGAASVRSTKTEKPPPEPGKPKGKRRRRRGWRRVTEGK
PKA-R2B activ – activates the human PKA-R2B holoenzyme complex. PKA-R2B holoenzyme dissociation, Cy5-IP20 fluorescence polarization; R2B truncated from residue 108, S112A mutant; 0% DMSO only, 100% 113 µM cGMP. activation, % at 11.4 µM. actives 0.079% (n = 340,000). AID 504700;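 active = activation above a cutoff set at the mean over all compounds plus 3 SD, cut at about 18% in these data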;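 note: higher means more holoenzyme dissociation and a rise in polarization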
Pemphigus Ab inh – human desmoglein-3 autoantibody binding inhibition; P32926; binding (percent of control), % at 10 µM; DSG3-coupled beads, scFv-anti-DSG3-GFP binding, flow cytometry; hits give low values; AID 588358; actives 0.48% (n = 310,000);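 active = binding more than 3 SD below its plate's average and above zero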;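 note: hits lower antibody fragment binding to DSG3; some compounds called inactive have numbers as strong as hits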
SR-BI HDL uptake – mouse SR-BI HDL lipid transfer inhibition | inhibition, % at 12.5 µM | actives 0.96% (n = 320,000) | ldlA[mSR-BI] CHO cells, DiI-HDL uptake fluorescence, 3 h;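 active = mean replicate inhibition of at least 70% and a set share of replicates each scoring 70 or more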;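 note: 0% = median of neutral control wells and 100% = median of positive control wells; values of inactives mirror those of a sister screen read the other way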
SR-BI DiI-HDL act – enhances SR-BI lipid uptake from DiI-HDL. CHO ldlA[mSR-BI] cells, DiI-HDL uptake fluorescence, 3 h; 100 = double the neutral-control signal. activation, % at 12.5 µM. actives 0.096% (n = 320,000). AID 504775;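 active = mean replicate activation of at least 60% and every replicate at or above 60%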;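 note: 0% = median plate neutral-control signal and 100% = twice that signal; values of inactives mirror those of a sister screen read the other way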
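Test system: SR-BI-overexpressing, LDLR-lacking CHO cells; Medium: Ham's F12 with 0.5% BSA, HEPES 25 mM, pH 7.4; Schedule: 3 h, 37 °C; Technique: bottom-read fluorescence, 550/595 nm.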
MITF act – increases MITF-driven TRPM1 promoter luciferase signal | SK-MEL-5 TRPM1-promoter luciferase, 24 h; % of positive control, neutral wells = 0 | actives 0.75% (n = 300,000) | activation, % at 12.5 µM;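 active = mean activation of at least 80% with every replicate also reaching 80%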;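 note: 0% = neutral control wells and 100% = parthenolide positive control wells; values of inactives mirror those of a sister screen read the other way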
CDK5 inh – inhibitors of human CDK5/p35 kinase; actives 0.01% (n = 330,000); Q00535+Q15078; AID 488839; Recombinant CDK5/p35, ADP-Glo luminescence, 60 min; inhibition, % at 10 µM;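 active = highest replicate inhibition of at least 50% and at least 75% of replicates reaching 50%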;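 note: plate controls were DMSO neutral control for no effect and GW8510 at 10 µM for full effect; many of its hits are not listed in these tables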
Starred values were filed as active, the others as inactive; / = no result given.

No.	canonical_smiles	PKA-R2B activ	SR-BI DiI-HDL act	PKA-R1A act	dFosB activator	SR-BI HDL uptake	Pemphigus Ab inh	Mot1-301 SUMO	Arr AP2 block	NSD2 HMT inh	CDK5 inh	MITF act
1	COc1ccc(-n2nc(C(=O)NCC(=O)NCc3ccccc3OC)c3ccccc3c2=O)cc1	0	/	-4	-9	/	/	-4	39	0	0.7	-14
2	CCOC(=O)CSc1nc2c([nH]c3ccccc32)c(=O)n1C	1	-19	12	7	19	105	-9	-2	-4	-1.4	/
3	O=C(NCC(c1ccco1)N1CCCC1)c1cc2cc(Cl)ccc2o1 (centres undefined)	1	-9	0	-3	9	109	30	16	2	-0.2	12
4	Cc1ccc(S(=O)(=O)N(C)c2ccccc2C(=O)Nc2c(F)cccc2F)cc1	-7	-5	-10	0	5	116	-17	11	-4	-0.1	/
5	NC(=NC1CCCCC1)c1ccc([N+](=O)[O-])cc1	-3	5	-4	4	-5	/	-11	-1	3	1.2	-7
6	S=C(NCCCN1CCN(CCCNC(=S)NC2CCCCC2)CC1)NC1CCCCC1	-7	8	0	-12	-8	118	/	-4	4	0.0	-12
7	NCCc1ccc(O)c(O)c1	-4	13	-6	-3	19	106	90	8	/	-4.0	3
8	C/C(CC(=O)Nc1ccc2c(c1)OCCO2)=N\NC(=O)c1ccccn1	2	33	-8	-4	-33	101	10	7	-14	1.1	6
9	Cc1cccc(N2CCN(Cc3cc(=O)n4ccsc4n3)CC2)c1C	-9	24	1	-5	-24	110	-6	4	-1	1.9	-4
10	Cc1ccc(-n2nc3c(=O)n(C(C)C(=O)NCc4ccccc4Cl)nc(C)c3c2C)cc1 (centres undefined)	-8	-69	-3	28*	69	101	-7	11	-8	1.2	-28
11	O=C(Nc1ccccc1C(=O)N/N=C/c1ccco1)c1ccc(Cl)cc1	-1	-9	-2	-7	9	99	-8	-1	1	0.6	-14
12	COc1ccc(CSc2nc(C)cc(C)c2S(C)(=O)=O)cc1	-7	-29	-6	-6	29	105	6	-1	-6	0.8	10
13	Cc1onc(-c2ccccc2)c1CNS(=O)(=O)c1ccccc1[N+](=O)[O-]	3	22	1	-3	-22	/	-5	48	-2	1.9	2
14	O=[N+]([O-])c1cc(S(=O)(=O)Nc2cccc(Cl)c2)ccc1N/N=C/c1ccc(N2CCOCC2)cc1	1	/	-3	-6	/	90	4	3	-2	3.0	8
15	CCOC(=O)C1=C(COc2ccc(C)cc2)NC(=O)NC1c1cc(C)ccc1C (centres undefined)	7	24	-1	-4	-24	100	-4	-2	-1	/	-1
16	CN(C)CCN(C(=O)c1ccc2ccccc2c1)c1nc2c(F)cc(F)cc2s1	-6	-8	-3	36*	8	100	0	-7	-5	/	21
17	COC(=O)C(C(C)C)N(Cc1cc(OC)cc(OC)c1)S(=O)(=O)CCl (centres undefined)	-1	6	-5	-14	-6	98	/	5	/	-0.2	-11
18	O=C1C(Cc2ccc(F)cc2)SC(=Nc2ccccc2)N1c1ccccc1 (centres undefined)	-2	23	-7	5	-23	106	47	-5	-3	-4.3	-19
19	CCN(CC)S(=O)(=O)c1ccc(OCC2CCCCO2)c([N+](=O)[O-])c1 (centres undefined)	0	-26	3	-2	26	102	316	-2	2	-3.7	0
20	CN1C(=O)C2ON(c3ccccc3)C(c3cccs3)C2C1=O (centres undefined)	5	-16	-9	-5	16	104	-8	-1	4	0.9	-4
21	CCOC(CCn1ccc(O)c(Cc2ccc(Cl)cc2)c1=O)OCC	-7	-5	6	2	5	103	0	-4	0	0.4	-12
22	COc1ccc(-c2nc(CS(=O)(=O)CC(=O)NCc3cccc(OC)c3OC)c(C)o2)cc1	1	-25	1	-5	25	78	4	4	/	0.9	/
23	COc1ccc(-c2cc(C(F)(F)F)n3nc(C(=O)NCCCn4ccnc4)cc3n2)cc1	7	-64	10	-27	64	108	1	6	-5	-0.5	-11
24	Cc1ccc(C)c(Nc2ncnc(N)c2[N+](=O)[O-])c1	0	12	-8	2	-12	29	25	26	-2	-0.4	1
25	CCS(=O)(=O)c1ccc(O)c(NC(=O)CCCC(=O)O)c1	-3	6	-1	-3	-6	98	1	8	1	-0.6	/
26	C/C(=C\C(=O)c1ccc(C)o1)Nc1ccc(C(=O)O)cc1C	5	9	-7	-9	-9	102	1	-5	4	1.3	/
27	O=C(NC1CCCCC1)c1cc([N+](=O)[O-])ccc1N1CCCC1	12	14	-4	-12	-14	103	-1	5	-1	-0.3	4
28	O=C(CSc1nc2ccccc2nc1N1CCCCC1)N1CCN(c2ccccc2)CC1	0	24	-16	-11	-24	94	10	16	/	-0.8	/
29	Cc1ccc(S(=O)(=O)N2CCOCC2)cc1C(=O)Nc1ccncc1	-10	13	-4	1	-13	/	-3	3	-1	1.5	/
30	Cc1ccc(S(=O)(=O)Cn2nnnc2CN(Cc2ccco2)CC2CCCO2)cc1 (centres undefined)	12	22	-4	0	-22	82	-11	-5	0	0.3	9
31	O=C(C1=C[C@@H](c2ccc(C(F)(F)F)cc2)C[C@@H](OCCCCO)O1)N1CCN(Cc2ccccc2)CC1	-3	-14	3	6	14	103	12	3	/	1.7	21
32	Cc1n[nH]c(=O)c2c(NC(=O)COC(=O)COc3cccc(Br)c3)oc(C)c12	-1	6	-7	1	-6	108	0	6	1	-0.2	-4
33	O=C1CCc2cc(NS(=O)(=O)c3ccc(Br)cc3)cc3c2N1CC3	11	-20	0	-6	20	100	-12	31	-1	1.4	22
34	CCOc1cc(/C=C(\C#N)c2nc(-c3cccs3)c(NC(C)=O)s2)ccc1O	-6	-65	-2	-21	65	/	-2	-2	0	-1.3	-3
35	COc1ccc2c(c1)OC[C@H]1[C@H]2N2C(=O)c3ccccc3NC(=O)[C@@]2(C)[C@H]1c1ccccc1	-9	-24	14	-8	24	99	640*	-2	/	2.6	1
36	COc1ccc(C2=NOC(CNC(=O)c3ccccc3Br)C2)c(OC)c1 (centres undefined)	3	/	1	0	/	109	-12	9	5	-2.3	/
37	O=[N+]([O-])c1ccc(OCc2cccc(COc3ccc([N+](=O)[O-])cc3)n2)cc1	4	1	10	1	-1	102	6	-20	-3	2.4	-3
38	O=C1NC(=Nc2ccccc2Cl)S/C1=C\c1cc([N+](=O)[O-])ccc1O	13	16	6	-18	-16	100	8	10	16	-4.7	/
39	O=C(NC(=S)Nc1ccc(N2CCOCC2)c(Cl)c1)C(c1ccccc1)c1ccccc1	0	10	-8	-19	-10	104	-1	4	-1	-0.8	-5
40	Cc1cnc(C(=O)OCC(=O)N2CCN(S(=O)(=O)c3ccc(Cl)cc3)CC2)cn1	-11	21	-12	2	-21	103	13	13	-3	-0.6	5
41	CCCC1S/C(=N/N=C/c2ccc(OC)cc2)N(Cc2ccc(OC)cc2)C1=O (centres undefined)	11	-18	-5	-5	18	105	30	-4	-1	-0.6	/
42	O=C(Nc1nnc(C2CC2)s1)c1ccncc1	-7	7	9	-3	-7	105	-20	7	-1	0.3	/
43	Cc1noc(C)c1CSc1nnc2sc3ccccc3n12	-5	27	0	-1	-27	100	2	8	7	-1.9	-1
44	Cc1nn2cc(-c3ccc(-c4ccccc4)cc3)nc2s1	2	-18	7	7	18	102	/	15	0	2.2	32
45	S=C(NCc1ccccc1)Nc1ccc(Cl)cc1	-4	-3	-10	0	3	105	13	3	-2	0.0	-16
46	CCn1c(NC(=O)c2ccccc2F)c(-c2cccs2)c(=O)c2ccccc21	-4	17	-3	-1	-17	105	-14	25	-1	-0.3	-13
47	CC1=NN(Cc2ccccc2)C(=O)/C1=C\c1ccc(N(C)C)cc1	-6	13	-13	0	-13	98	/	-7	8	1.4	1
48	CNc1c([N+](=O)[O-])cnn1-c1ccc(C)cc1	4	9	-8	-5	-9	101	/	-8	0	0.7	2
49	O=C1CCCc2ccccc2N1Cc1c(Cl)cccc1Cl	-1	-10	4	-4	10	109	57	-4	-1	1.2	3
50	CCOc1cccc(NC(=O)CSc2nc(C)c3c(c2C#N)CCCC3)c1	1	15	-1	4	-15	/	148	9	32	1.1	/
51	COC(=O)c1ccc(NC(=O)CSc2nc3[nH]ncc3c(=O)[nH]2)cc1	-9	6	-9	5	-6	102	14	0	/	-0.2	-7
52	CCOC(=O)C1CCCN(C2CC(=O)N(c3cccc(C)c3)C2=O)C1 (centres undefined)	-2	17	-14	-3	-17	110	30	-12	-5	0.4	-2
53	Nc1ccc2nc(SCc3cccc(F)c3)sc2c1	-3	-2	6	-11	2	101	241	26	2	-0.5	75
54	O=C1C=C(c2ccccc2)C[C@H](c2cccs2)[C@H]1n1nnc([N+](=O)[O-])n1	-3	-28	-1	-12	28	97	124	-4	0	0.4	4
55	CCOc1ccccc1Nc1nnc(Cc2ccccc2Cl)c(=O)[nH]1	-4	5	-1	-10	-5	99	13	2	-1	3.8	1
56	Cc1cccc(NC(=O)CCN2CCC(C(N)=O)CC2)c1	11	-11	-1	-7	11	123	9	18	/	1.8	/
57	Cc1ccc(NC(=O)COC(=O)CCc2ccccc2)cc1S(=O)(=O)N1CCOCC1	10	12	-5	-5	-12	103	85	44	-2	0.7	4
58	CCC(=O)Nc1ccc(C(=O)CSc2nnc(-c3ccc(O)cc3)n2CC2CCCO2)cc1OC (centres undefined)	-14	-25	-9	-16	25	96	7	-6	-2	0.3	12
59	Cc1cc[n+](CC(=O)c2ccc(NC(=O)c3ccccc3)cc2)c2ccccc12	-6	-43	7	-2	43	109	281	-2	7	0.1	-27
60	CC1CCc2nc(NC(=O)CSc3nc4ccccc4o3)sc2C1 (centres undefined)	1	-17	-4	3	17	101	10	7	-3	-1.1	2

Values in list order from the list:
Nos. 54 to 58 in Mot1-301 SUMO, in turn: 124, 13, 9, 85, 7
Nos. 54 to 58 in SR-BI DiI-HDL act, in turn: -28, 5, -11, 12, -25

Part of the list above in order of formula weight, low to high:
No.	canonical_smiles	PKA-R2B activ	SR-BI DiI-HDL act	PKA-R1A act	dFosB activator	SR-BI HDL uptake	Pemphigus Ab inh	Mot1-301 SUMO	Arr AP2 block	NSD2 HMT inh	CDK5 inh	MITF act
43	Cc1noc(C)c1CSc1nnc2sc3ccccc3n12	-5	27	0	-1	-27	100	2	8	7	-1.9	-1
3	O=C(NCC(c1ccco1)N1CCCC1)c1cc2cc(Cl)ccc2o1 (centres undefined)	1	-9	0	-3	9	109	30	16	2	-0.2	12
4	Cc1ccc(S(=O)(=O)N(C)c2ccccc2C(=O)Nc2c(F)cccc2F)cc1	-7	-5	-10	0	5	116	-17	11	-4	-0.1	/
